# Screening results from PubChem BioAssay.
# MrgX1 ag: activates human MrgX1 receptor signaling | B-score at 10 µM | AID 588627 | actives 0.44% (n = 310,000) | MrgX1-HEK293 cells, Fluo-4 calcium fluorescence, agonist mode; hits give high values;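 active = calcium response B-score plate-corrected fluorescence ratio at least 3 library SD, with starting fluorescence B-score inside 5 SD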
# Target sequence (Q96LB2 whole entry, looked up): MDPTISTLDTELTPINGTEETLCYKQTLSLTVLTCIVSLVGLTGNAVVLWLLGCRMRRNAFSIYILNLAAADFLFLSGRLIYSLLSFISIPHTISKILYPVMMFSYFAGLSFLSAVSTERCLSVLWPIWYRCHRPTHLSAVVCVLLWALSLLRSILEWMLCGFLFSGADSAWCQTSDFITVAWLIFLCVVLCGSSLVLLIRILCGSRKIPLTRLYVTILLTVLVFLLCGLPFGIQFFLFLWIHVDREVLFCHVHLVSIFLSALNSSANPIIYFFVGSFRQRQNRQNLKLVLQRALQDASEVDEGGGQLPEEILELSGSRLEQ
#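 Assay system: stable human MrgX1 HEK293 cell line. Quantity: 15,000 cells per well. Schedule: cells plated overnight, dye loaded 0.5 h 37 °C, 0.5 h room temperature. Detection: Fluo-4 NW calcium-flux fluorescence, kinetic read. Read-out basis: peak-minus-minimum fluorescence over baseline, converted to B scores. Control set: positive and negative control wells on each plate.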
# Platelet DG rel: platelet dense granule release activity. human platelet-rich plasma, SFLLRN dense granule ATP release, luminescence. inhibition, %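 (compounds screened at 7.5 µM in platelet-rich plasma)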. actives 0.22% (n = 300,000);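 active = mean replicate score, as percent of positive control, at or above 50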
# MrgX1 antag: blocks BAM8-22 activation of human MrgX1 receptor. Q96LB2. MRGX1-HEK293 calcium flux, Fluo-4, BAM8-22 antagonism; hits give low values. B-score at 10 µM. actives 1.3% (n = 310,000). AID 588676;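 active = calcium-response B-score plate-corrected more than 3 library SD below zero, starting fluorescence within 5 deviations, no agonist response on first addition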;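 also: peak minus trough fluorescence over baseline after final BAM8-22 challenge near maximal dose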
# MrgX1 allo act: allosterically activates human MrgX1 receptor signaling | MrgX1-HEK293, Fluo-4 calcium flux, FDSS; hits give high values | Q96LB2 | B-score at 10 µM | actives 0.63% (n = 310,000) | AID 588675;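 active = plate-corrected calcium response at least 3 library SD above typical, normal starting fluorescence, not activating the receptor alone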;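 also: compound read alongside a low EC10 to EC30 dose of BAM8-22 agonist; peak minus trough fluorescence over baseline measured at the second addition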
# TRPC6 act: mouse TRPC6 channel activation; actives 0.13% (n = 310,000); B-score at 10 µM; Q61143; AID 2550; HEK293-TRPC6 membrane potential dye fluorescence; hits give high values;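 active = B-score of the integrated fluorescence ratio above library mean plus 3 SD, and starting fluorescence ratio within library mean plus 5 SD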;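 also: higher score means more depolarization so channel activation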
# RGS4 inh: human RGS4 inhibition; P49798; HEK293 M3R/RGS4 inducible, Fluo-4 calcium flux; hits give high values; triggered by carbachol at its EC20; B-score at 10 µM; actives 0.45% (n = 310,000);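 active = B-score, a plate-corrected calcium signal, over three deviations above library mean, with baseline fluorescence within five deviations of library mean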;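 also: RGS4 expression induced by doxycycline in cells with stable M3 receptor; B-score is computed from the integrated fluorescence ratio over baseline after carbachol; higher B-score means a larger calcium signal and so more RGS4 inhibition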
# Target sequence (P49798 whole entry, looked up): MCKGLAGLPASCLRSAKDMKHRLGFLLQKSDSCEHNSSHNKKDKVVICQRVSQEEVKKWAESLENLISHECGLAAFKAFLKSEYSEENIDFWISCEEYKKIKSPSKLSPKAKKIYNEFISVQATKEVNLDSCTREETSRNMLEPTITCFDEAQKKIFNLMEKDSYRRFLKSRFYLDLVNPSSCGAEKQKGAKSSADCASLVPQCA
# TRPC6 inh: mouse TRPC6 channel inhibition; HEK293-TRPC6, membrane potential dye, ACh-evoked depolarization; hits give low values; B-score at 10 µM; actives 1.1% (n = 310,000);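 active = B-score under library mean minus 3 SD, initial fluorescence not abnormally high, positive integrated signal ratio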;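 also: B-score derived from integrated fluorescence ratio over the kinetic read; more negative B-score means stronger inhibition of depolarization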
# SKKanGAS inh: blocks kanamycin growth of S. pyogenes SKKanGAS strain. inhibition, % at 7.5 µM. BacTiter-Glo, 6 h. AID 1662. actives 1.3% (n = 300,000);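 active = mean replicate score, as percent of positive control median, at least 50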;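 also: strain carries kanamycin resistance gene driven by streptokinase promoter and grows in 40 µg/ml kanamycin; loss of luminescence reflects streptokinase promoter inhibition or plain growth inhibition; 0% = median of DMSO wells and 100% = positive control at its reference dose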
# RGS4 pot: RGS4 potentiation or activation; HEK293 M3R/inducible RGS4, carbachol calcium flux Fluo4; hits give low values; B-score at 10 µM; actives 0.92% (n = 310,000); AID 463111;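 active = B-score of the integrated calcium signal more than 4 SD below the library mean, with starting fluorescence not abnormally high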;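 also: negative B-score means reduced calcium response which marks RGS4 activation or potentiation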
#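 Assay system: Inducible-RGS4 HEK293 cells carrying M3 receptor | Schedule: Compound preincubation 20 min at room temperature before agonist | Signal: Kinetic calcium fluorescence imaging with Fluo4-AM dye, 2 µM | Read-out basis: B score from integrated fluorescence ratio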
# HIF act: HIF pathway transcriptional activation. activation, % at 7.5 µM (by protocol). actives 0.32% (n = 300,000). AID 1910. U2OS HRE-luciferase reporter, luminescence; normalized: DMSO 0%, desferrioxamine 100%;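 active = mean activation of at least 10% of the iron chelator positive control signal, with at least half of replicates also reaching 10%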
# TRPC4 block: inhibitors of mouse TRPC4 channel; HEK293 TRPC4beta/mu-opioid, DAMGO-evoked Fluo4 calcium flux; hits give low values; B-score at 10 µM; actives 0.39% (n = 300,000);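 active = B-score over 3 SD under the library average, no early fluorescence shift, positive overall ratio signal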
#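 material = TRPC4beta/mu-opioid receptor HEK293 cell line | probe or stimulus = sequential submaximal and maximal DAMGO stimulation | compound dosing = one concentration per compound | measured by = Fluo4 Ca2+ flux fluorescence | evaluation = integrated fluorescence ratio relative to baseline, converted to per-well B score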
# Starred values were filed as active, the others as inactive; i = inactive; nt = no result given.
SMILES,MrgX1 ag,Platelet DG rel,MrgX1 antag,MrgX1 allo act,TRPC6 act,RGS4 inh,TRPC6 inh,SKKanGAS inh,RGS4 pot,HIF act,TRPC4 block
CCN(CCCNC(=O)Cn1cc2c(n1)CCCC2)c1cccc(C)c1,i,7,i,i,i,i,i,1,i,-0.1,i
Cc1ccc(-c2ccc(/C=N\n3cnnc3)o2)c(Br)c1,i,3,i,i,i,i,i,-1,i,1.0,i
Cc1ccc(OCCOC(=O)c2sc(=S)n(C)c2C)cc1,i,-2,i,i,i,i,i,10,i,0.6,i
COc1cc(NC(=O)[C@@H](NC(=O)N2CCn3c2nc2ccccc23)C(C)C)cc(OC)c1,i,25,i,i,i,i,i,7,i,0.1,i
O=[N+]([O-])c1ccc(Oc2ccc(Oc3ccc(C(F)(F)F)cn3)cc2)nc1,i,-7,i,i,i,i,i,-5,i,0.0,i
COc1cccc(C(=O)NNC(=O)C2CC(C)=C(C)CC2C(=O)O)c1 (centres undefined),i,-2,i,i,i,i,i,1,i,0.1,i
C=CCn1c(SC)nnc1-c1ccc2ncccc2c1,i,4,i,i,i,i,i,-1,i,0.0,i
CC(=O)c1cccc(S(=O)(=O)Nc2cccnc2)c1,i,10,i,i,i,i,i,-1,i,-0.3,i

# Given as labelled records: part of the list above
C=CCn1c(SC)nnc1-c1ccc2ncccc2c1
  MrgX1 ag: i	Platelet DG rel: 4	MrgX1 antag: i	MrgX1 allo act: i	TRPC6 act: i	RGS4 inh: i	TRPC6 inh: i	SKKanGAS inh: -1	RGS4 pot: i	HIF act: 0.0	TRPC4 block: i

CC(=O)c1cccc(S(=O)(=O)Nc2cccnc2)c1
  MrgX1 ag: i	Platelet DG rel: 10	MrgX1 antag: i	MrgX1 allo act: i	TRPC6 act: i	RGS4 inh: i	TRPC6 inh: i	SKKanGAS inh: -1	RGS4 pot: i	HIF act: -0.3	TRPC4 block: i

# (continued)
SMILES,MrgX1 ag,Platelet DG rel,MrgX1 antag,MrgX1 allo act,TRPC6 act,RGS4 inh,TRPC6 inh,SKKanGAS inh,RGS4 pot,HIF act,TRPC4 block
COc1cc(NC(=S)NC(=O)c2ccc(C)cc2C)ccc1NC(=O)c1cccs1,i,0,i,i,i,i,i,5,i,-0.4,i
CC(C)(C)C(=O)NNC(=O)COc1ccc2ccccc2c1Br,i,1,i,i,i,i,i,-3,i,-0.4,i
CCc1ccccc1NC(=O)/C(=C/c1ccccc1)c1ccccc1,i,11,i,i,i,i,i,5,i,-0.4,i
CC(OC(=O)CN(C)S(=O)(=O)c1ccc(Cl)cc1)C(=O)Nc1ncc(Cl)cc1Cl (centres undefined),i,-1,i,i,i,i,i,5,i,-0.2,i
COc1ccccc1NC(=O)c1ccc2[nH]c(C)c(C)c2c1,i,-1,i,i,i,i,i,2,i,2.4,i
COC(=O)C1CCN(S(=O)(=O)c2cn(C)c(=O)n(C)c2=O)CC1,i,-1,i,i,i,i,i,1,i,0.3,i
CCOc1ccc(NS(=O)(=O)c2ccc(NS(C)(=O)=O)cc2)cc1,i,0,i,i,i,i,i,-4,i,-0.1,i
O=C(COc1ccc(-n2cnnn2)cc1)Nc1ccccc1Cl,i,-8,i,i,i,i,i,-3,i,-43,i
CC(=O)Nc1cc(C(F)(F)F)ccc1Oc1cccc(Br)c1,i,1,i,i,i,i,i,3,i,0.2,i
O=C(Cc1c(O)c2ccccc2[nH]c1=O)NCc1cccc(F)c1,i,0,i,i,i,i,i,3,i,-0.6,i
O=C1CC(N2CCSCC2)C(=O)N1c1cccc(Cl)c1 (centres undefined),i,-1,i,i,i,i,i,5,i,0.1,i
CCCC(=O)n1nc(-c2ccc(OC)cc2)nc1N,i,-3,i,i,i,i,i,-3,i,0.0,i
CCN1CCN(c2nc3ccccc3nc2C(C#N)S(=O)(=O)c2ccc(C)cc2)CC1 (centres undefined),i,0,i,i,i,i,i,7,i,0.2,i
CCOC(=O)N1CCN(c2c(N3CCc4ccccc43)c(=O)c2=O)CC1,i,12,i,i,i,i,i,-4,i,0.0,i
Cc1sc2nc(SCCN(C)C)n(-c3ccccc3)c(=O)c2c1-c1ccc(F)cc1,i,-9,i,i,i,i,i,-14,i,-0.8,i
COc1ccc(OC)c(C(O)c2nc3ccccc3n2C)c1 (centres undefined),i,-8,i,i,i,i,i,2,i,0.1,i

# An excerpt from above in order of count of non-hydrogen atoms, lowest first:
SMILES,MrgX1 ag,Platelet DG rel,MrgX1 antag,MrgX1 allo act,TRPC6 act,RGS4 inh,TRPC6 inh,SKKanGAS inh,RGS4 pot,HIF act,TRPC4 block
O=C1CC(N2CCSCC2)C(=O)N1c1cccc(Cl)c1 (centres undefined),i,-1,i,i,i,i,i,5,i,0.1,i
COc1ccc(OC)c(C(O)c2nc3ccccc3n2C)c1 (centres undefined),i,-8,i,i,i,i,i,2,i,0.1,i
CCOC(=O)N1CCN(c2c(N3CCc4ccccc43)c(=O)c2=O)CC1,i,12,i,i,i,i,i,-4,i,0.0,i
CCN1CCN(c2nc3ccccc3nc2C(C#N)S(=O)(=O)c2ccc(C)cc2)CC1 (centres undefined),i,0,i,i,i,i,i,7,i,0.2,i

# Structural class: the entries above with a CF3 group
SMILES,MrgX1 ag,Platelet DG rel,MrgX1 antag,MrgX1 allo act,TRPC6 act,RGS4 inh,TRPC6 inh,SKKanGAS inh,RGS4 pot,HIF act,TRPC4 block
O=[N+]([O-])c1ccc(Oc2ccc(Oc3ccc(C(F)(F)F)cn3)cc2)nc1,i,-7,i,i,i,i,i,-5,i,0.0,i
CC(=O)Nc1cc(C(F)(F)F)ccc1Oc1cccc(Br)c1,i,1,i,i,i,i,i,3,i,0.2,i

# Additional structures
SMILES,MrgX1 ag,Platelet DG rel,MrgX1 antag,MrgX1 allo act,TRPC6 act,RGS4 inh,TRPC6 inh,SKKanGAS inh,RGS4 pot,HIF act,TRPC4 block
COc1ccccc1CN1C(=O)c2ccccc2C1C(=O)NC1CCC(C)CC1 (centres undefined),i,2,i,9.8*,i,i,i,3,i,0.2,i
COc1ccc(C(=O)NCC(=O)N2CCN(c3ccccc3)CC2)cc1,i,7,i,i,i,i,i,0,i,0.0,i
CCCCOP(=O)(c1ccc(N(C)C)cc1)C(O)c1ccc(N(C)C)cc1 (centres undefined),i,-3,i,i,i,i,i,0,i,-1.1,i
COc1ccc(-n2c(C)nc3cc(C(=O)NCCN4CCOCC4)ccc32)cc1,i,17,i,i,i,i,i,nt,i,-0.1,i
O=C(/C=C/c1ccccc1Cl)NCCc1ccc(F)cc1,i,-38,i,i,i,i,i,6,i,1.7,i
O=C(CSc1nc2ccc(Nc3nc(N4CCOCC4)nc(N4CCOCC4)n3)cc2s1)N1CCOCC1,i,21,i,i,i,i,i,28,i,-0.6,i
COc1ccc(Nc2nnc(SCC(=O)Nc3ccc4[nH]c(=O)[nH]c4c3)s2)cc1,i,10,i,i,i,i,i,-21,i,0.4,i
O=[N+]([O-])c1ccc(C[n+]2cc(-c3ccc(Cl)c(Cl)c3)n3c2CCCCC3)cc1,i,1,i,i,i,i,i,8,i,-0.3,i
COc1cc(C(=O)NNC(=O)C2CC2)cc(OC)c1OC,i,11,i,i,i,i,i,-2,i,-0.2,i
Cc1cc(C(=O)Nc2ccc(C)c(S(=O)(=O)N3CCOCC3)c2)c(C)o1,i,-9,i,i,i,i,i,-5,i,0.5,i
CCOc1cccc(=O)c2c(C)oc(C)c12,i,2,i,i,i,i,i,-8,i,nt,i
Cc1cccc(CN2CCSc3sccc3C2=O)c1,i,-17,i,i,i,i,i,5,i,-0.2,i
CC(=O)N1CCc2cc(S(=O)(=O)CCC(=O)Nc3ccccc3F)ccc21,i,0,i,i,i,i,i,-5,i,0.4,i
COc1ccc(C2=C(Nc3ccccc3)c3ccccc3C2=O)cc1,i,-16,i,i,i,i,i,9,i,0.4,i
CCc1ccc(-n2c(SCc3c(C)noc3C)nnc2-c2ccncc2)cc1,i,-1,i,i,i,i,i,0,i,-0.7,i

# Single values from above:
# For SKKanGAS inh, COc1ccc(C2=C(Nc3ccccc3)c3ccccc3C2=O)cc1 has 9
# For Platelet DG rel, COc1cc(C(=O)NNC(=O)C2CC2)cc(OC)c1OC has 11
